IL1B NFkB pot – enhancers of NFkB p65 translocation in HUVEC – imaging, IL-1B stimulus, high-content imaging, primary screen. HUVEC IL-1B NFkB p65 nuclear translocation imaging. activation, % at 2 µM. 94,000 tested, 0.3% active;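 active = activation above 40%, about the mean plus 3 SD, also judged a hit on visual image review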;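 note: percent activation is computed from the nuclear over cytoplasmic p65 intensity ratio; values of inactives mirror those of a sister screen read the other way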
IL1B NFkB inh – inhibitors of IL-1B driven NFkB p65 nuclear import, primary screen, imaging, HUVEC, IL-1B stimulus, high-content imaging. HUVEC IL-1B NFkB p65 nuclear translocation imaging. inhibition, % at 2 µM. 94,000 tested, 0.43% active. AID 796, 2007;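 active = inhibition above about 30% together with a positive call from visual inspection of the well image, limit read from the data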;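 note: nuclear over cytoplasmic p65 intensity ratio measured by imaging; 0% = IL-1B stimulated DMSO wells and 100% = unstimulated DMSO wells; values of inactives mirror those of a sister screen read the other way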
Bcl-B displacement – displacers of TR3 peptide from Bcl-B, primary screen, selectivity assay for Bfl-1 inhibitor project, biochemical, fluorescence polarization; Bcl-2-like protein 10 (Homo sapiens); FP displacement of FITC-TR3 peptide from Bcl-B; higher % means a stronger effect; one-dose displacement, % at 20 µM; IC50 in µM for titrated hits; 96,000 tested, 0.11% active;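 active = displacement above 50% at 20 µM plus a fluorescence interference ratio under 1.5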;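 note: plate controls were wells without compound for no effect and wells lacking Bcl-B protein for full effect; a part of the inactive calls stands beside numbers as strong as those of hits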
MRP resist rev – reversal of MRP1-mediated doxorubicin resistance, primary screen, H69AR cells, doxorubicin co-treatment | H69AR cells + 2 uM doxorubicin, CellTiter-Glo, 72 h | differential viability (reversal), % at 10 µM | 85,000 tested, 0.04% active;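 active = viability drop by adding the cancer drug above about 55%, with treated viability meeting a 40% cutoff, limit read from the data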;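 note: viability without doxorubicin minus viability with 2 µM doxorubicin for each compound; larger differential means the compound sensitizes cells more to doxorubicin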
PLAP inhibition – PLAP enzyme inhibitors, biochemical, luminescence, HTS (AID 690). Alkaline phosphatase, placental type (Homo sapiens). purified PLAP, luminescent substrate; higher % means a stronger effect. inhibition, % at 20 µM; hits with a dose series show IC50 in µM. 96,000 tested, 0.08% active; in the data active = a potency from the dose series; inactive = the rest, 99 in 100 with inhibition below about 30%; note: strong numbers were not always called active
MRP resist rev cytotoxicity – further read-out of MRP resist rev, marked with its call; viability, %; H69AR cells, CellTiter-Glo, 72 h; measured here: cytotoxicity without doxorubicin
MRP resist rev with doxorubicin – further read-out of MRP resist rev, marked with its call; viability, %; measured here: viability with 2 uM doxorubicin; stronger effect = lower value
IL1B NFkB inh cell count 2 µM – recorded beside IL1B NFkB inh, whose call it bears; cell count; measured here: cells passing quality filter;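 raw number of nuclei counted in each imaged well without normalization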
IL1B NFkB pot cell count 2 µM – further read-out of IL1B NFkB pot, marked with its call; cell count; measured here: cells passing quality filter
An asterisk follows results filed as active; x = not tested or not shown. The list is partial, so the mix of outcomes need not match the whole.

Screens by letter: A = IL1B NFkB pot; B = IL1B NFkB pot cell count 2 µM; C = IL1B NFkB inh; D = IL1B NFkB inh cell count 2 µM; E = Bcl-B displacement; F = MRP resist rev; G = MRP resist rev cytotoxicity; H = MRP resist rev with doxorubicin; I = PLAP inhibition
CCOc1ccc(C2C(=O)N(C3CCCCC3)CC(=O)N2CC2CCCO2)cc1OC (centres undefined)
  A: 18; B: 194; C: -18; D: 194; E: -11%; F: -2; G: 90; H: 92; I: -20%

Cc1ccc(C(C)n2cc(C(=O)NCCN3CCN(C)CC3)nn2)cc1 (centres undefined)
  A: 4; B: 111; C: -4; D: 111; E: -1%; F: x; G: x; H: x; I: -34%

CCOC(=O)c1cnc(SCC(=O)c2ccc3c(c2)OCCO3)nc1N
  A: x; B: x; C: x; D: x; E: 0%; F: 0; G: 86; H: 86; I: 17%

CCCNC(=O)CS(=O)Cc1nc(-c2cccc(OC)c2)oc1C (centres undefined)
  A: 1; B: 184; C: -1; D: 184; E: 1%; F: 3; G: 91; H: 88; I: -5%

COc1cc(-n2c(C)nc3cc(C(=O)N4CCOCC4)ccc32)cc(OC)c1OC
  A: 6; B: 98; C: -6; D: 98; E: 7%; F: 1; G: 92; H: 92; I: -29%

C=CCSc1nc2c(c(=O)[nH]c(=O)n2C)n1CC
  A: 5; B: 155; C: -5; D: 155; E: 2%; F: -5; G: 79; H: 84; I: -7%

Cc1c(NC(=O)c2ccc3c(c2)OCO3)cccc1-c1nc2ccccc2o1
  A: -1; B: 102; C: 1; D: 102; E: 9%; F: x; G: x; H: x; I: 1%

O=C(N/N=C/c1ccc(Cl)cc1Cl)c1cccc(F)c1
  A: 10; B: 190; C: -10; D: 190; E: -12%; F: x; G: x; H: x; I: 11%

COc1ccc(OC)c(NC(=O)C2CC(C)=C(C)CC2C(=O)O)c1 (centres undefined)
  A: 7; B: 162; C: -7; D: 162; E: -6%; F: -19; G: 91; H: 110; I: -42%

CCn1cc(C(=O)NCc2cccc(F)c2)c(=O)c2cc(F)c(N3CCN(C(=O)c4ccco4)CC3)cc21
  A: -20; B: 145; C: 20; D: 145; E: -7%; F: 0; G: 16; H: 16; I: -77%

NC(=O)C1(N2CCCCC2)CCN(C(=O)c2ccc(C#CC3(O)CCCCC3)cc2)CC1
  A: 6; B: 40; C: -6; D: 40; E: 2%; F: 6; G: 91; H: 85; I: -73%

Cc1ccc(CSc2nnnn2C)cc1
  A: -4; B: 124; C: 4; D: 124; E: 2%; F: x; G: x; H: x; I: 15%

CC1CCc2cc(F)ccc2N1C(=O)c1ccc2c(c1)OCO2 (centres undefined)
  A: 11; B: 108; C: -11; D: 108; E: -7%; F: -2; G: 93; H: 95; I: 0%

Cc1nc(NS(=O)(=O)c2cccs2)c2c3c(sc2n1)CCC3
  A: 15; B: 119; C: -15; D: 119; E: 3%; F: -5; G: 92; H: 97; I: -47%

C=CCn1c(SCC(=O)NCc2ccco2)nc2sc3c(c2c1=O)CCCCC3
  A: 17; B: 162; C: -17; D: 162; E: x; F: -18; G: 56; H: 73; I: x

COC(=O)C1=C(C)N(C)C(=O)NC1c1cc(Cl)cc(Cl)c1OC (centres undefined)
  A: 3; B: 115; C: -3; D: 115; E: -3%; F: -9; G: 87; H: 95; I: -8%

CCCCOC(=O)N1CCOCCOCCN(C(=O)OCCCC)CCOCCOCC1
  A: -3; B: 97; C: 3; D: 97; E: 3%; F: 2; G: 84; H: 82; I: -60%

c1cncc(CSc2nnc(-c3cccnc3)n2Cc2ccco2)c1
  A: 4; B: 94; C: -4; D: 94; E: 1%; F: 13; G: 94; H: 81; I: 13%

c1ccc(-c2cnnc(SCc3cn4cccnc4n3)n2)cc1
  A: x; B: x; C: x; D: x; E: 6%; F: 14; G: 83; H: 70; I: 2%

Cc1ccc(NC(=O)c2cc3c(s2)CCC3)cc1S(=O)(=O)N1CCOCC1
  A: 10; B: 130; C: -10; D: 130; E: -23%; F: 11; G: 72; H: 62; I: -10%

CCN(CC)c1ccc(/C=N/n2c(C)cc(C)cc2=O)cc1
  A: 13; B: 130; C: -13; D: 130; E: 10%; F: 12; G: 105; H: 93; I: -34%

COC(=O)C1=C(N)Oc2cc(C)[nH]c(=O)c2C1c1ccncc1 (centres undefined)
  A: 7; B: 54; C: -7; D: 54; E: -19%; F: 10; G: 98; H: 88; I: 12%

CCOC(=O)c1ccccc1NC(=O)CC(C)CC(=O)O (centres undefined)
  A: 38; B: 51; C: -35; D: 51; E: -6%; F: 6; G: 100; H: 94; I: 2%

Cn1cccc1Cc1nnc(SCC(=O)Nc2ccc3c(c2)OCO3)n1-c1ccc(F)cc1
  A: x; B: x; C: x; D: x; E: 1%; F: -9; G: 78; H: 87; I: -43%

COc1ccc(N(CC(=O)N2CCCCC2)S(=O)(=O)c2ccccc2)c(OC)c1
  A: 10; B: 180; C: -10; D: 180; E: 3%; F: 13; G: 91; H: 78; I: -42%

CC(C)c1ccc(-c2nc(N3CCOCC3)[nH]c(=O)c2C#N)cc1
  A: 12; B: 132; C: -12; D: 132; E: -6%; F: 4; G: 90; H: 86; I: -5%

Cc1cccc(NC(=O)CN2NS(=O)(=O)c3ccccc3C2=O)c1
  A: 6; B: 148; C: -6; D: 148; E: -9%; F: x; G: x; H: x; I: -31%

CCOC(=O)c1cnc(Nc2nc3ccccc3o2)nc1CSc1nnc(C)s1
  A: 8; B: 149; C: -8; D: 149; E: x; F: x; G: x; H: x; I: x

CC12CN3CC(C)(CN(C1)C3c1ccc(Br)cc1O)C2 (centres undefined)
  A: x; B: x; C: x; D: x; E: -9%; F: -13; G: 84; H: 97; I: 6%

O=P(COCCOCP(=O)(c1ccccc1)c1ccccc1)(c1ccccc1)c1ccccc1
  A: -13; B: 179; C: 12; D: 179; E: 8%; F: 13; G: 92; H: 80; I: -75%

Shown as a markdown table: part of the list above.
| molecule | IL1B NFkB pot | IL1B NFkB pot cell count 2 µM | IL1B NFkB inh | IL1B NFkB inh cell count 2 µM | Bcl-B displacement | MRP resist rev | MRP resist rev cytotoxicity | MRP resist rev with doxorubicin | PLAP inhibition |
| --- | --- | --- | --- | --- | --- | --- | --- | --- | --- |
| CCOc1ccc(C2C(=O)N(C3CCCCC3)CC(=O)N2CC2CCCO2)cc1OC (centres undefined) | 18 | 194 | -18 | 194 | -11% | -2 | 90 | 92 | -20% |
| Cc1ccc(C(C)n2cc(C(=O)NCCN3CCN(C)CC3)nn2)cc1 (centres undefined) | 4 | 111 | -4 | 111 | -1% | x | x | x | -34% |
| CCOC(=O)c1cnc(SCC(=O)c2ccc3c(c2)OCCO3)nc1N | x | x | x | x | 0% | 0 | 86 | 86 | 17% |
| CCCNC(=O)CS(=O)Cc1nc(-c2cccc(OC)c2)oc1C (centres undefined) | 1 | 184 | -1 | 184 | 1% | 3 | 91 | 88 | -5% |
| COc1cc(-n2c(C)nc3cc(C(=O)N4CCOCC4)ccc32)cc(OC)c1OC | 6 | 98 | -6 | 98 | 7% | 1 | 92 | 92 | -29% |
| C=CCSc1nc2c(c(=O)[nH]c(=O)n2C)n1CC | 5 | 155 | -5 | 155 | 2% | -5 | 79 | 84 | -7% |
| Cc1c(NC(=O)c2ccc3c(c2)OCO3)cccc1-c1nc2ccccc2o1 | -1 | 102 | 1 | 102 | 9% | x | x | x | 1% |
| O=C(N/N=C/c1ccc(Cl)cc1Cl)c1cccc(F)c1 | 10 | 190 | -10 | 190 | -12% | x | x | x | 11% |

The list continues.
Every second line gives: IL1B NFkB pot, IL1B NFkB pot cell count 2 µM, IL1B NFkB inh, IL1B NFkB inh cell count 2 µM, Bcl-B displacement, MRP resist rev, MRP resist rev cytotoxicity, MRP resist rev with doxorubicin, PLAP inhibition
CCOC(=O)C(C)Oc1cccc2c(=O)n(CC(=O)N3CCN(C(=O)OCC)CC3)ccc12 (centres undefined)
→ 2, 49, -2, 49, 3%, 4, 92, 87, -58%
CCOc1ccccc1C(=O)NC1CC2CCCC(C1)N2Cc1ccccc1 (centres undefined)
→ 0, 126, 0, 126, x, -8, 72, 80, x
CCN(C(=O)c1cc2cc(OC)ccc2oc1=O)c1ccccc1
→ 1, 133, -2, 133, -8%, -5, 88, 92, 21%
COc1ccc(N2CCN(c3ccc(NC(=O)C4CCCCC4)cc3C#N)CC2)cc1
→ -6, 133, 6, 133, -12%, 6, 84, 78, 0%
COc1ccc(S(=O)(=O)Nc2ccccc2C(=O)NC(C)C)cc1OC
→ x, x, x, x, -1%, -3, 82, 85, -18%
Cc1cc(C)n(-c2nc3nonc3nc2-n2nc(C)cc2C)n1
→ 27, 130, -27, 130, 11%, -15, 88, 103, -2%
CNC(=O)c1c(NC(NC(=O)c2ccco2)C(=O)c2ccc(Cl)cc2)sc2c1CCCC2 (centres undefined)
→ 7, 146, -7, 146, -12%, 12, 96, 84, -31%
Cc1cc(=O)n2nc(N3CCC(C(=O)N4CCN(C)CC4)CC3)sc2n1
→ x, x, x, x, -10%, -2, 105, 107, -28%
O=C(Cn1nnc(-c2ccccc2Cl)n1)NCc1ccc2c(c1)OCO2
→ -3, 74, 3, 74, 2%, 15, 105, 90, 14%
O=C(O)CSc1nc2ccccc2o1
→ -6, 95, 6, 95, -5%, 5, 89, 83, -6%
OC1CCCN(Cc2ccc3ccc4cccc5ccc2c3c45)C1 (centres undefined)
→ 7, 179, -7, 179, 3%, -29, 44, 73, -36%
O=C(c1ccccc1)c1cc[n+]([O-])cc1
→ 1, 147, -1, 147, x, 9, 104, 95, x
C=CCN(C(=O)Cn1c(C(=O)OC)cc2oc(C)cc21)c1ccccc1
→ 20, 111, -20, 111, -7%, 8, 88, 80, 2%
CCCC(=O)Nc1c(-c2cccs2)c(=O)c2ccccc2n1CC
→ 5, 163, -5, 163, -10%, 4, 81, 77, -1%
COc1ccc(C(=O)NCc2cn3cccc(C)c3n2)cc1OC
→ -3, 35, 3, 35, 15%, -2, 92, 94, 12%
Cc1cc(-c2ccc(F)cc2)nc2cc(C(N)=O)nn12
→ 13, 183, -13, 183, 2%, 2, 98, 96, -27%
CC(=O)Nc1ccc(S(=O)(=O)N[C@@H](C)C(=O)Nc2ccc(N3CCOCC3)cc2)cc1
→ -12, 152, 12, 152, -12%, -6, 87, 92, -14%
S=C(Nc1ccc(Cl)cc1)c1nc2ccccc2s1
→ 8, 117, -8, 117, 6%, x, x, x, 1%
CCOc1cc(C(=O)NC)cc(OCC)c1OCC
→ -7, 140, 7, 140, -4%, 5, 92, 87, -2%
CC1CCc2cc(F)ccc2N1C(=O)c1cnc2sccn2c1=O (centres undefined)
→ -4, 63, 4, 63, -4%, -7, 87, 94, -1%
CC(=O)c1cccc(S(=O)(=O)N2CCC(n3nnc4cc(F)ccc43)CC2)c1
→ 0, 188, 0, 188, 2%, -17, 70, 88, -19%
Cc1ccc(-n2nc(C)c3cc(C(=O)O)sc32)cc1
→ 15, 143, -15, 143, 6%, 2, 91, 89, 7%
CC(=O)Oc1ccc(-c2cccc(C(=O)NCC(=O)O)c2)cc1
→ 5, 172, -5, 172, -6%, 7, 98, 91, -14%
C=CCc1cc(/C=N/n2cnnc2)cc(OCC)c1O
→ -3, 119, 3, 119, 2%, -9, 84, 93, 5%
O=C(O)CC(C(=O)O)c1cn(Cc2ccccc2)c2ccccc12 (centres undefined)
→ 29, 141, -29, 141, 5%, 0, 90, 90, -10%

From PubChem BioAssay
